MLL CXXC-DNA inh = qHTS Fluorescence Polarization Assay for Inhibitors of MLL CXXC domain - DNA interaction; Histone-lysine N-methyltransferase 2A (Homo sapiens), Q03164; MLL-CXXC / FITC-HOXA9 DNA fluorescence polarization; Potency, µM (titrated, usually from 115 µM), for inactives: top-dose activity change, negative = inhibition, usual class: inhibitors; hit rate 0.037% among 290,000; AID 2662, 2010; active means well fitted inhibition curve with a large enough effect in the polarisation, with a control signal flat, not every such curve was filed as active; inconclusive means small, poorly fitted or top-dose-only effect, or effect the other way, or a change in a side signal; inactive means no such curve, though single readings can be large or run the other way; the % refers to the polarisation; further: potency means the concentration at half of the fitted maximal effect
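Fluorescence polarization: 7 uM MLL-CXXC (stock) preincubated 5 min with compounds, then 50 nM fluorescein-HOX-A9 DNA (stock) added; 30 min ambient. Buffer 50 mM Tris-HCl pH 7.5, 50 mM NaCl, 1 mM DTT, 0.05% BSA.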
MBNL1 CUG block = qHTS Assay for Inhibitors of MBNL1-poly(CUG) RNA binding; Muscleblind-like protein 1 (Homo sapiens), Q9NR56; TR-FRET MBNL1-His/biotin-(CUG)12 binding, 665/545 ratio; Potency, µM (titrated, usually from 57.5 µM), without a hit: top-dose activity change, negative = inhibition, actives largely listed as inhibitors; hit rate 0.036% among 280,000; AID 2675, 2010; active means well fitted inhibition curve with a large enough effect in the signal ratio, with a control signal flat, not every such curve was filed as active; inconclusive means small, poorly fitted or top-dose-only effect, or effect the other way, or a change in a side signal; inactive means no such curve, though single readings can be large or run the other way; the % refers to the signal ratio; further: potency means the concentration at half of the fitted maximal effect; on the % scale 0 is the no-effect control and ±100 the full control effect
Target sequence (Q9NR56 whole entry, looked up): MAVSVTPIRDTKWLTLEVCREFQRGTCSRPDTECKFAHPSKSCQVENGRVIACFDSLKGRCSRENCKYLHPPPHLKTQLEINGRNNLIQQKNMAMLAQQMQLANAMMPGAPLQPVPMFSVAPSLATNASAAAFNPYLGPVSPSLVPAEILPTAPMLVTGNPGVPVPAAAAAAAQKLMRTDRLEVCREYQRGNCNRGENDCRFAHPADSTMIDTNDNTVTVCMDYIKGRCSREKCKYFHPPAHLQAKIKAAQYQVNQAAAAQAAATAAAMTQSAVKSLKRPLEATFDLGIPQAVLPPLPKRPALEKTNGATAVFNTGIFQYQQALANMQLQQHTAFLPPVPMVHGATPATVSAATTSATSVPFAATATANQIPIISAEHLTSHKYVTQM
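Compound titration spanned 92 nM–58 uM against the MBNL1-His/biotin-(CUG)12 complex. After 60 min at room temperature with 5 nM streptavidin-XL665 and 0.055 ng/ul terbium anti-His, ratiometric 665/545 nm emission (Ex 340 nm) normalized to controls.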
TRPV1 ag = HTS Assay for Compounds that Act as Agonists of the Vanilloid Receptor 1 | Transient receptor potential cation channel subfamily V member 1 (Homo sapiens), Q8NER1 | TRPV1-expressing cells, Fluo-8 calcium influx, agonist mode | activation, % at 8.33 µM | hit rate 0.19% among 320,000 | AID 540275, 2011; in the data active means activation above about 80%; inconclusive means between about 30% and that limit; further: 0% is about no effect
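Cells expressing TRPV1 were dye-loaded with Fluo-8 and read kinetically: 10 s baseline, 3 min after compound (agonist portion), then 2 min after EC20 capsaicin (allosteric enhancer portion). Calcium-bound dye fluorescence at 480/520 nm.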
FBPA coupling cs = qHTS Assay for Inhibitors of Fructose-1,6-bisphosphate Aldolase from Giardia Lamblia: Coupling assay counterscreen | hit rate 0.67% among 290,000 | activity change, negative = inhibition, % at 58.2 µM, hits read low | coupling enzyme system counterscreen, AmpLite Red fluorescence; in the data active means activity change below about -30%; further: on the % scale 0 is the no-effect control and ±100 the full control effect
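Compounds tested against the coupling enzymes alone at 57.5 uM final; readout was AmpLite Red fluorescence (525/598 nm) after 20 min at RT.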
Integrin act MD = qHTS for Activators of Integrin-Mediated Alleviation for Muscular Dystrophy; alpha7betagal myoblasts, beta-gal FDG fluorescence, 48 h; hit rate 0.064% among 350,000; Potency, µM (doses to about 38.3 µM), for inactives: at the top dose activation, usual class: activators;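 further: potency means the concentration at half of the fitted maximal effect; 100% = response of the positive control SU9516; nearly all actives have a fitted effect of over 60% in size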
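alpha7betagal+/- myoblasts (passage 13, 250/well) treated 48 h at 37C with compounds at 1:260 dilution of DMSO stock. Lysed, then beta-galactosidase activity read as FDG fluorescence (ex 480/em 540) after 30 min, with pre-read for autofluorescence.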
AT treatment = qHTS Assay for Identifying a Potential Treatment of Ataxia-Telangiectasia. […] A-T fibroblasts, KAP-1 phosphorylation AlphaLISA; neocarzinostatin DNA damage 30 min before lysis. Potency, µM (highest dose often 57.5 µM), for inactives: at the top dose activation, actives largely listed as activators. hit rate 0.19% among 320,000. AID 485349, 2010; further: potency means the concentration at half of the fitted maximal effect; % of control where 0% means no effect; nearly all actives have a fitted effect of over 45% in size
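hTERT-immortalized A-T patient fibroblasts ([…]), 500 cells/well in OPTI-MEM, 1% FBS, got compounds for 60 min, then NCS for 30 min at 37C. Lysates were then assayed for phospho-KAP-1 by AlphaLISA (anti-pKAP1 donor, anti-KAP1 acceptor beads), 6 hr at 25C.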
ASM inhibitor = Inhibitors of Secretory Acid Sphingomyelinase (S-ASM): qHTS; AID 504937, 2011; hit rate 0.006% among 340,000; placental ASM, HMU-PC fluorogenic substrate, 60 min; Potency, µM (top dose mostly 57.5 µM), for the others: at the highest dose activity change, negative = inhibition, actives largely listed as inhibitors; Sphingomyelin phosphodiesterase (Homo sapiens), P17405; further: potency means the concentration at half of the fitted maximal effect
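Fluorogenic HMU-PC substrate (9 uM final) is turned over by placental ASM in 60 min at 37 C after a 10 min compound preincubation. Reaction ended by alkaline stop (pH 10), with fluorescence read at 386/447 nm.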
KCNH2 3.1 block = qHTS for Inhibitors of KCHN2 3.1: Mutant qHTS; Potassium voltage-gated channel subfamily H member 2, brain isoform KCNH2 3.1 (human); U2OS KCNH2 3.1, thallium flux FluxOr; stronger effect = lower value; activity change, % (tested at about 1.8 µM); hit rate 0.95% among 340,000; AID 720553, 2013;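 active means maximum activity change below -70%; inconclusive means maximum activity change from -70% to -50%; inactive means maximum activity change above -50%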;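 further: thallium influx rate constant from kinetic fluorescence after stimulation buffer; on the % scale 0 is the no-effect control and ±100 the full control effect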
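Channel expression came from 3.1 mutant virus (1.77 x 10^8 /mL) applied to suspended U2OS cells for 4 h. Flux was tracked with FluxOr dye plus Red40 quencher, and kinetic rate constants normalized to controls.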
hERG WT inh = qHTS for Inhibitors of KCHN2 3.1: Wildtype qHTS | Voltage-gated inwardly rectifying potassium channel KCNH2 (Homo sapiens), Q12809 | U2OS, BacMam KCNH2, thallium flux FluxOr; stronger effect = lower value | activity change, % at 1.84 µM | hit rate 0.37% among 340,000;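 active means maximum activity change below -70%; inconclusive means maximum activity change between -70% and -50%; inactive means maximum activity change above -50%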; further: on the % scale 0 is the no-effect control and ±100 the full control effect
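U2OS cells transduced with wild-type KCNH2 virus are loaded with FluxOr dye for 45 min, and thallium flux is measured in kinetic reads before and after stimulation buffer. Rate constants are normalized to DMSO controls.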
GALK inhibitor = qHTS Assay for Inhibitors of Human Galactokinase (GALK). Purified GALK, Kinase-Glo residual ATP luminescence. AID 1868, 2009. hit rate 0.007% among 270,000. P51570. Potency, µM (top dose mostly 57.5 µM), for the others: at the top dose activity change, negative = inhibition, hits mostly inhibitors; further: potency means the concentration at half of the fitted maximal effect; on the % scale 0 is the no-effect control and ±100 the full control effect
Target sequence (P51570 whole entry, looked up): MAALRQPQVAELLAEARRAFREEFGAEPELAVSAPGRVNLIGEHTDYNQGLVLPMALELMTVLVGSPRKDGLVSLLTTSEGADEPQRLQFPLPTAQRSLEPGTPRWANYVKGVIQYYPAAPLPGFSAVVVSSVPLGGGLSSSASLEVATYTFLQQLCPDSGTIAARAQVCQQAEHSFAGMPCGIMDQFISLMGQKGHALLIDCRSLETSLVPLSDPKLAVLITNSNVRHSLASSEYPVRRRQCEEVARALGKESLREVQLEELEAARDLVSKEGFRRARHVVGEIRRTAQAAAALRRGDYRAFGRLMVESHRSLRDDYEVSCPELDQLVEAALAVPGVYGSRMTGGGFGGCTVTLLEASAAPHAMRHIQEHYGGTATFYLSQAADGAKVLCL
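Luminescence from leftover ATP (Ultra-Glo luciferase/luciferin) served as read-out after a 1 h room-temperature reaction of 5 nM GALK with 35 uM ATP and 100 uM galactose.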
An asterisk follows results filed as active; i = inactive; ? = inconclusive; . = no result given; [ ] = dose if it differs, or a comment. Unless noted, the call rests on the fitted dose curve; in most records, active means well fitted curve in the direction sought with a large enough effect; inconclusive means small, poorly fitted or top-dose-only effect, or another doubt; inactive means no such curve, though single readings can be large; an effect the other way counts as inactive or inconclusive.

SMILES	MLL CXXC-DNA inh	MBNL1 CUG block	TRPV1 ag	FBPA coupling cs	Integrin act MD	AT treatment	ASM inhibitor	KCNH2 3.1 block	hERG WT inh	GALK inhibitor
CCOC(=O)c1c(NC(=O)C2C3CCC(O3)C2C(=O)O)sc2c1CCCC2 (stereo not given)	21%	1%	3	3	-15%	-4%	0%	1	7	2%
Cc1ccc(S(=O)(=O)[N-]c2nc3ccccc3nc2-n2cc[n+](CCC(C)C)c2)cc1	3%	?	-4	3	-9%	2%	i	-4	-3	1%
COc1ccc(N=C2NC(=O)CS2)c([N+](=O)[O-])c1	16%	?	-2	9	1%	-1%	5%	23	.	0%
COc1ccc(C)cc1NC(=O)c1ccc2c(c1)OCO2	2%	2%	7	-4	0%	1%	5%	-23	-2	-1%
CCOc1ccc(NC(=O)COC(=O)C2(C)CC2(Cl)Cl)c([N+](=O)[O-])c1 (stereo not given)	1%	?	?	3	0%	4%	-9%	3	4	8%
COc1ccc(CNS(=O)(=O)c2ccc(S(=O)(=O)NC3CC3)cc2)cc1	-1%	4%	-5	1	28%	-3%	0%	15	-7	4%
CCn1c(=O)cc(OCC(=O)NCCCN2CCN(c3cccc(Cl)c3)CC2)c2ccccc21	0%	-8%	-5	4	10%	.	-2%	-6	1	2%
C=CC[C@@H](CC(=O)N[C@H](CO)Cc1ccccc1)C(=O)N[C@H](C)COC(=O)[C@@H](CC=C)Cc1ccc(F)cc1	.	.	.	.	8%	-1%	-1%	-4	-2	.
COc1ccc(C(CNC(=O)c2cc3c(s2)CCC(C)C3)N2CCCC2)cc1 (stereo not given)	.	.	18	.	-61%[inhibitor]	1%	5%	-34	3	.
CC(=O)Nc1nc2ccc(S(=O)(=O)N3CCCC3)cc2s1	-6%	-4%	-1	.	-2%	18%	1%	6	-11	6%
Cc1cccc(CCN(C(=O)c2snc(C(N)=O)c2N)C(C(=O)NCC2CCCO2)c2ccc(F)cc2)c1 (stereo not given)	-1%	13%	10	0	-27%	5%	212%[activator]	-24	1	11%
Cc1cc(NC(=O)C2CC(=O)OC2c2ccccc2)no1 (stereo not given)	?	5%	-1	1	10%	12%	4%	11	0	1%
COc1ccc(OC2C(=O)N(Cc3ccc(F)cc3)C2c2ccc(OC)c(OC)c2)cc1 (stereo not given)	-1%	8%	7	2	12%	4%	-4%	-3	-11	-4%
Cc1ccc(CN2CCCOCCS2(=O)=O)cc1	-7%	-10%	5	5	7%	-1%	3%	-8	4	.
Cc1cc(OCC(O)CN2CCOCC2)cc(C)c1Cl (stereo not given)	-10%	-4%	2	0	-25%	7%	8%	-6	0	1%
C/C(=N/NC(=O)c1ccco1)c1cccnc1	6%	-7%	0	0	18%	0%	-1%	-5	-10	-1%
O=C(C1CC(=O)N(C2CCCC2)C1)N1CCN(c2cccc(Cl)c2)CC1 (stereo not given)	-4%	-14%	0	.	-6%	13%	0%	0	4	-4%
Cn1cnc2cc(NCc3ccccc3Cl)ccc21	3%	6%	0	-1	-6%	-1%	3%	-18	2	0%
C[C@]12c3[nH]c4ccccc4c3CCN1C(=O)C(CC(=O)NCCCn1ccnc1)C[C@@H]2C(=O)N1CCOCC1 (stereo not given in full)	.	.	.	.	-3%	19%	7%	7	15	.
Cc1ccc(N(C)C(=O)c2cc(S(=O)(=O)N3CCc4ccccc43)cn2C)cc1	.	-16%	20	1	0%	-4%	-12%	-12	1	.
O=C(OCC(=O)N1CCN(C(=O)c2ccco2)CC1)c1cc(S(=O)(=O)Nc2ccc(Cl)cc2)ccc1O	-4%	2%	3	6	5%	-1%	-10%	-9	-10	1%
COCC1CCN(C(=O)c2cc(COc3ccc4c(c3)CCCC4)on2)C1 (stereo not given)	-14%	-2%	12	.	-13%	-6%	-1%	8	-8	7%
C=CCc1cccc(/C=N/n2cnnc2)c1O	?	-2%	4	-1	15%	.	-1%	3	1	1%
Cc1ccc(CCC(=O)Nc2ccccc2F)s1	-1%	-7%	?	0	9%	-1%	0%	.	3	1%
Cc1cccc(C)c1NC(=O)CCS(=O)(=O)c1ccc(Br)cc1	40%[activator]	-9%	12	1	-32%	-15%	17%	-5	1	1%
Cc1nnc(SCC(=O)NNC(=O)c2ccco2)s1	.	.	1	.	7%	-1%	5%	0	0	.
Nc1nc(-c2ccc(F)cc2)cc(C(F)(F)F)n1	1%	-2%	2	0	35%	7%	4%	-21	10	0%
Cc1ccc(-n2nnnc2SCC(=O)NCC2CCCO2)cc1C (stereo not given)	.	.	1	.	-10%	-5%	-3%	-11	-11	.
COc1cccc(C(O)C2OC(=O)c3ccccc32)c1OC (stereo not given)	.	.	.	.	10%	.	2%	1	2	.
O=C(COC(=O)c1cc(Br)ccc1O)Nc1cc(S(=O)(=O)N2CCCC2)ccc1Cl	1%	59%[activator]	0	0	0%	-1%	40%	1	7	0%
CCCc1c2c(cc3c(=O)cc(C(=O)OCC)oc13)CCCC2	-30%	63%[activator]	8	7	15%	12%	-12%	-7	-15	3%
CCOc1ccccc1C(=O)NCC(=O)Nc1ccc(-c2ccccc2)cc1	4%	-1%	0	0	-18%	-2%	1%	-5	-6	0%
COC(=O)c1ccc(C)c(NC(=O)c2ccc(CN3CCc4ccccc4C3)cc2)c1	0%	3%	10	-2	4%	7%	3%	-23	-3	6%
Cc1cc(C)n(C(=O)c2cccc(S(=O)(=O)N3CCCCC3)c2)n1	0%	10%	?	1	14%	15%	-6%	-3	4	3%
COc1ccc(C[C@H]2CN3C(=NC[C@H]3C)N2CCNC(=O)c2ccc(C)c(Br)c2)cc1	4%	?	-2	3	-40%	-3%	2%	-76*	-35	-4%
COC(=O)[C@H](Cc1ccccc1)NC(=O)[C@@H](N)CC(=O)O	1%	.	.	.	.	.	-3%	6	-5	.
Cc1ccc(N(CC(N)=O)C2SC(=O)N(C)C2=O)cc1 (stereo not given)	1%	?	2	3	-35%	0%	2%	3	4	0%
COc1ccc(N2CCN(Cc3nc4c(c(=O)n(C)c(=O)n4C)n3CC(C)=O)CC2)cc1	-8%	-4%	0	0	-57%[inhibitor]	-4%	-3%	-6	8	-1%
COc1ccccc1-n1c(=O)[nH]c2c(C(N)=O)nc(CC(C)C)nc21	4%	0%	3	-1	0%	6%	35%[activator]	4	0	3%
CCOc1cc(C)nc(NCc2ccccc2)n1	1%	3%	3	1	2%	.	6%	5	-3	4%
CCOc1ccc(N(CC)C(=O)COc2cc(=O)n(CC)c3ccccc23)cc1	-6%	2%	16	0	-14%	-1%	-2%	8	-5	-2%
C#CCOCCOCCOCCNc1nc(N2CCN(C(=O)Cn3cc(CCCN=C(N)N)nn3)CC2)nc(N2CCN(C(=O)[C@H]([C@@H](C)O)n3cc(CCCCN)nn3)CC2)n1	.	.	-3	.	8%	-20%	7%	13	-4	.
S=C(NCCc1ccccc1)Nc1ccccn1	10%	0%	16	2	0%	-4%	-2%	-15	-1	2%
COc1cccc(OCCSc2nc(C)c(Cc3ccccc3)c(=O)[nH]2)c1	-1%	-5%	9	1	-39%	-5%	-1%	-20	-10	3%
CCCNC(=O)COc1coc(CN2CCN(c3ccc(F)cc3)CC2)cc1=O	13%	-3%	-2	.	-11%	-2%	5%	-2	-15	-4%
COc1ccc(Cl)cc1C(=O)CSc1nc(N)cc(N)n1	4%	-4%	1	0	-18%	-8%	0%	-4	-4	4%
CCOc1cccc(C(=O)NC2=NCCS2)c1	-3%	-8%	14	-1	-10%	-1%	4%	13	13	1%
CCN(CC)C(=O)Cn1cc(C(=O)C(=O)NCCc2ccc(S(N)(=O)=O)cc2)c2ccccc21	23%	5%	-3	2	26%	0%	3%	12	.	0%
